# MCL1-BIM inh: inhibitors of human MCL1 binding to BIM-BH3 peptide. 0.68% of 320,000 active. inhibition, % at 10.9 µM. GST-MCL1 / FITC-Bim-BH3 fluorescence polarization. AID 2057;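 active = inhibition above the mean inhibition of all tested compounds plus 3 SD, set per campaign, cut at about 40% in these data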;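 note: 0% = DMSO wells and 100% = unlabeled Bim-BH3 peptide control; higher means more loss of mP so more displacement of Bim peptide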
# Fam108B counter: blocks mouse Fam108B hydrolase in RBBP9 counter-screen; recombinant Fam108B, FP-Rh probe fluorescence polarization; inhibition, % at 9.51 µM; 0.33% of 300,000 active;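 active = inhibition above the screen mean inhibition plus 3 SD, computed separately per campaign, cut at about 18% in these data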;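 note: inhibitors lower polarization as less probe binds the enzyme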
# AHR activator: activates the human aryl hydrocarbon receptor. activation, % at 5 µM. 2.5% of 320,000 active. AHR-responsive luciferase reporter cells, luminescence; in the data active = activation above about 47%;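 note: 0% = vehicle wells and 100% = reference agonist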
# BCLXL inh: Bcl-xL (human) inhibition; GST-Bcl-xL / FITC-Bim BH3 peptide fluorescence polarization; inhibition, % at 10.9 µM; 0.7% of 320,000 active;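 active = inhibition above the mean of all tested compounds plus 3 SD, cutoff set per campaign, cut at about 30% in these data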;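 note: 0% = DMSO wells and 100% = unlabeled Bim-BH3 peptide competitor; inhibitors lower millipolarization by displacing the labeled peptide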
# GLD-1 RNA inh: GLD-1-TGE RNA interaction inhibition (C. elegans); purified GLD-1 + fluorescein TGE RNA, fluorescence polarization; 0.44% of 320,000 active; Q17339; inhibition, % at 5.96 µM; AID 2280;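 active = percent inhibition above a per-plate cutoff, the plate mean of test compounds plus 3 SD, cut at about 30% in these data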;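 note: 0% = DMSO wells with GLD-1 and probe and 100% = wells lacking GLD-1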
# MEX-5 binding: C. elegans MEX-5 TCR-2 RNA binding activity. Q9XUB2. 0.38% of 300,000 active. activity score (negative = inhibition of binding), % at 10 µM. MEX-5/FITC-TCR2 RNA binding, fluorescence polarization; hits give low values;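 active = inhibition past about -25% in most replicates, and total fluorescence under double the plate's negative control median, limit read from the data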;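 note: 0% = DMSO and -100% = 5 µM competing unlabeled TCR2 RNA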
# pPAFAH inh: pPAFAH (human) enzyme inhibition. inhibition, % at 3.39 µM. recombinant pPAFAH, FP-rhodamine probe fluorescence polarization. Q13093. 1.5% of 330,000 active. AID 463082;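 active = inhibition above the mean inhibition across the screen plus 3 SD, cut at about 25% in these data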;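 note: inhibitors block binding of the rhodamine activity-based probe so polarization drops; 0% = enzyme with DMSO and 100% = wells lacking pPAFAH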
# Target sequence (Q13093 whole entry, looked up): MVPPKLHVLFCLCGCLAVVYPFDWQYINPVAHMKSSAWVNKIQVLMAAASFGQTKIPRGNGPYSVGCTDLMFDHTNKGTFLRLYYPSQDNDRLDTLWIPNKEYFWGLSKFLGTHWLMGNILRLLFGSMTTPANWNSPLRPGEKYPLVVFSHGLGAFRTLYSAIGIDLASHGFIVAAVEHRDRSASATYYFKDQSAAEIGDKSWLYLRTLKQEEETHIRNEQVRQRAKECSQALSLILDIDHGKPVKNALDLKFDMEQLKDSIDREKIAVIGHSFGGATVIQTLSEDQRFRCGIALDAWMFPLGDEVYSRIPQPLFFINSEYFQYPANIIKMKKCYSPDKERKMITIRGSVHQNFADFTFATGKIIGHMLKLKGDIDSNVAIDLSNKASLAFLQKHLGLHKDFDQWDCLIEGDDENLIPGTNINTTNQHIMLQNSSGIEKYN
# PME-1 primary: PME-1 (human) inhibition; AID 2130; Q9Y570; recombinant PME-1, FP-Rh probe fluorescence polarization; inhibition, % at 5.9 µM; 0.53% of 320,000 active;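 active = inhibition above the campaign mean of all compounds plus 3 SD, cut at about 26% in these data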;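 note: competitive labeling of PME-1 active site by serine hydrolase directed probe; 0% = PME-1 with DMSO and 100% = wells lacking PME-1 enzyme; inhibitors block probe labeling so polarization falls and inhibition rises; many of its hits are not listed in these tables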
# Target sequence (Q9Y570 whole entry, looked up): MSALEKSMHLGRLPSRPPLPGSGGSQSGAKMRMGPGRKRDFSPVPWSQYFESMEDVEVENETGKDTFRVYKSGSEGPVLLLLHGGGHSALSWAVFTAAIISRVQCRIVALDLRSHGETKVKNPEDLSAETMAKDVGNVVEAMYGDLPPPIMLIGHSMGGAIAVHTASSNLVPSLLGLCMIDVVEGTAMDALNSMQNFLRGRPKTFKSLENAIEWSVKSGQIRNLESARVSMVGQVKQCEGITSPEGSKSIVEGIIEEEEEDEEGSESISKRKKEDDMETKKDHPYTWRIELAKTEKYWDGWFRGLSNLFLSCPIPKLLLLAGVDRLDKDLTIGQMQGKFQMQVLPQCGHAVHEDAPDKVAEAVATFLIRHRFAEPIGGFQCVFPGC
# PAFAH1B2 FP inh: PAFAH1B2 (human) inhibition | AID 492953 | 1.2% of 340,000 active | recombinant PAFAH1B2, FP-rhodamine activity probe, fluorescence polarization | P68402 | inhibition, % at 3.39 µM;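 active = inhibition above the mean of all tested compounds plus 3 SD, cut at about 24% in these data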;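 note: 0% = enzyme with DMSO and 100% = wells lacking PAFAH1B2; many of its hits are not listed in these tables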
# Target sequence (P68402 whole entry, looked up): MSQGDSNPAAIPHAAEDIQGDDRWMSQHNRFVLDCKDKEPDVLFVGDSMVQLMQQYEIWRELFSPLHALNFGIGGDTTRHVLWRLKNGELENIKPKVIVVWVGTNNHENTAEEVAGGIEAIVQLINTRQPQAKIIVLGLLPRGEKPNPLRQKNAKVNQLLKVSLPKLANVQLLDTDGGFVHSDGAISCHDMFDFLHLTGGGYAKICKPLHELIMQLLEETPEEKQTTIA
# An asterisk follows results filed as active; / = no result given. Some of the compounds tested (hit frequency here may not be typical).
# Screens by letter: A = MCL1-BIM inh; B = Fam108B counter; C = AHR activator; D = BCLXL inh; E = GLD-1 RNA inh; F = MEX-5 binding; G = pPAFAH inh; H = PME-1 primary; I = PAFAH1B2 FP inh
> CC(C)(C)c1ccc(C(=O)OCCNC(=O)c2c(Cl)nc3ccccn23)cc1
  A: 2	B: -1	C: 5	D: 0	E: -1	F: -0.2	G: 2	H: -2	I: 11

> CC(O)CNCCCCOc1ccc(OCc2ccccc2)cc1 (stereo not given)
  A: 1	B: 1	C: -3	D: 4	E: 0	F: 1.0	G: 1	H: -7	I: 4

> COc1cc(C)nc(N(C)S(=O)(=O)c2ccccc2Cl)n1
  A: -1	B: -2	C: -1	D: 5	E: 1	F: -1.1	G: -1	H: 3	I: 5

> O=C(Oc1ccc(OC(=O)c2ccco2)c(S(=O)(=O)c2ccc(Cl)cc2)c1)c1ccco1
  A: 2	B: 0	C: -2	D: -4	E: 8	F: 0.4	G: -2	H: -2	I: 24

> O=C(COC(=O)c1nc(Cl)ccc1Cl)NCc1ccccc1
  A: 2	B: 0	C: 6	D: 3	E: 1	F: 0.7	G: 13	H: 2	I: 2

> Cc1ccc(S(=O)(=O)NCC(=O)NCC(=O)N2CCN(c3ncccn3)CC2)cc1C
  A: 6	B: 8	C: 3	D: 4	E: -9	F: 2.9	G: -1	H: -2	I: 13

> Cc1ccc(NC(=S)Nc2cccc(-c3n[nH]c(=S)o3)c2)cc1
  A: 0	B: 3	C: -2	D: -7	E: 8	F: 0.2	G: 3	H: 6	I: 11

> NC(=O)CC(NC(=O)Cc1cccc2ccccc12)c1ccc(NCCCN2CCCC2=O)c([N+](=O)[O-])c1 (stereo not given)
  A: 5	B: -6	C: 1	D: 5	E: 0	F: -1.0	G: -1	H: 1	I: -3

> COc1ccc(C(=O)OCN2C(=O)c3ccccc3C2=O)cc1
  A: -9	B: -4	C: -2	D: -3	E: 7	F: -1.8	G: -3	H: -1	I: 3

> O=C(Cn1ncc(N2CCCC2)c(Cl)c1=O)c1ccc(Cl)cc1
  A: 2	B: 0	C: 6	D: 2	E: -2	F: -0.4	G: 3	H: 2	I: 2

> Fc1ccccc1C1c2[nH]c3ccccc3c2CCN1CCCn1cccn1 (stereo not given)
  A: -4	B: 2	C: 23	D: 4	E: 4	F: 1.5	G: 3	H: 1	I: 1

> CCOC(=O)N1CCN(CC(c2ccccc2)c2ccccc2)CC1
  A: -6	B: -1	C: -1	D: 3	E: 2	F: 0.6	G: -5	H: -9	I: 5

> Clc1ccccc1-c1nnc2sc(CCc3ccccc3)nn12
  A: 4	B: 3	C: 6	D: -1	E: 7	F: 0.2	G: 8	H: -8	I: 11

> Cc1ccc(S(=O)(=O)N2CCC(C(=O)N/N=C/c3ccncc3)CC2)cc1
  A: 4	B: 1	C: 6	D: 4	E: 0	F: 1.7	G: 4	H: 23	I: 9

> COc1ccc(-c2cc(-c3ccccc3)nc3ncnn23)cc1
  A: -5	B: 3	C: 8	D: 1	E: 4	F: -0.9	G: 4	H: -2	I: -3

> COc1cccc(C(=O)Nc2nnc(Cc3ccc(OC)c(OC)c3)s2)c1
  A: 3	B: -2	C: 9	D: 10	E: 1	F: -0.5	G: -4	H: 7	I: 2

> COc1ccc(C(C(=O)NCCC(C)C)N(CCO)C(=O)c2snc(C(N)=O)c2N)cc1 (stereo not given)
  A: 6	B: -4	C: -2	D: 1	E: 13	F: 0.7	G: 3	H: -3	I: -1

> CN(C)S(=O)(=O)c1cccc(-c2cn3cc(Cl)ccc3n2)c1
  A: -3	B: -1	C: 18	D: 3	E: 0	F: 0.7	G: -6	H: -6	I: -2

> COC(=O)c1ccc(C(=O)OC)c(NC(=O)CN(C)Cc2ccc(Cl)c(Cl)c2)c1
  A: -10	B: -5	C: -1	D: -1	E: 1	F: -8.1	G: 1	H: -8	I: -2

> COc1ccccc1NC(=S)NNC(=O)c1c(Cl)c(C)nn1C
  A: 2	B: 2	C: 33	D: -2	E: 2	F: -6.2	G: 10	H: -2	I: 3

> CCN(CC)CCNC(=O)CNC(=O)c1nn(-c2ccc(OC)cc2)c(=O)c2ccccc12
  A: -3	B: -9	C: 9	D: -3	E: -5	F: -1.8	G: -3	H: -2	I: 3

> COc1ccc(C(=O)O)cc1S(=O)(=O)NCCN(C)C
  A: -1	B: -1	C: -3	D: 3	E: 0	F: 3.2	G: 1	H: -1	I: 2

> O=C1CCN(C(=S)NCc2ccccc2)CC1
  A: 9	B: -2	C: 0	D: 5	E: -3	F: -3.5	G: -4	H: -1	I: -1

> OC1(c2cccc(C(F)(F)F)c2)CCNCC1
  A: 1	B: -6	C: -2	D: -1	E: 7	F: -2.6	G: -3	H: -4	I: 4

> CC[C@@H](C)[C@@H]1CN([C@@H](CN2CCC[C@H]2CN2C(N)=NC[C@H]2CC(C)C)C(C)C)C(=N)N1CCCC1CCCC1
  A: /	B: /	C: -2	D: /	E: -2	F: /	G: -5	H: /	I: 2

# Entries of single compounds, looked up by structure. Screens in order: MCL1-BIM inh, Fam108B counter, AHR activator, BCLXL inh, GLD-1 RNA inh, MEX-5 binding, pPAFAH inh, PME-1 primary, PAFAH1B2 FP inh
# CCN(CC)CCNC(=O)CNC(=O)c1nn(-c2ccc(OC)cc2)c(=O)c2ccccc12 as listed: -3, -9, 9, -3, -5, -1.8, -3, -2, 3
# Cc1ccc(S(=O)(=O)NCC(=O)NCC(=O)N2CCN(c3ncccn3)CC2)cc1C as listed: 6, 8, 3, 4, -9, 2.9, -1, -2, 13
# Cc1ccc(S(=O)(=O)N2CCC(C(=O)N/N=C/c3ccncc3)CC2)cc1 as listed: 4, 1, 6, 4, 0, 1.7, 4, 23, 9
# Fc1ccccc1C1c2[nH]c3ccccc3c2CCN1CCCn1cccn1 (stereo not given) as listed: -4, 2, 23, 4, 4, 1.5, 3, 1, 1

# Additional structures.
# Screens by letter: A = MCL1-BIM inh; B = Fam108B counter; C = AHR activator; D = BCLXL inh; E = GLD-1 RNA inh; F = MEX-5 binding; G = pPAFAH inh; H = PME-1 primary; I = PAFAH1B2 FP inh
> Cc1ccc(C(=O)NC(=S)NCCN2CCOCC2)cc1
  A: 6	B: 0	C: 42	D: 3	E: 11	F: 1.0	G: 3	H: 2	I: 0

> O=C(O)/C=C/C(=O)N1CCN(S(=O)(=O)c2cc(C(F)(F)F)ccc2Cl)CC1
  A: 1	B: -1	C: -1	D: 2	E: 2	F: -0.1	G: 2	H: 0	I: 3

> CC(C)C(=O)Nc1cccc(NC(=S)NC(=O)c2ccc3c(c2)OCO3)c1
  A: 2	B: -5	C: 9	D: 0	E: 5	F: 0.7	G: 0	H: 1	I: 4

> O=C(CCCc1nc(-c2ccccc2Cl)no1)N1CCOCC1
  A: -14	B: -4	C: 3	D: -5	E: 1	F: 0.4	G: -1	H: 6	I: -5

> Cc1onc(-c2ccccc2)c1-c1nc2cc(Cl)ccc2c(=O)o1
  A: -4	B: -28	C: 13	D: 2	E: 7	F: 0.8	G: -9	H: -12	I: /

> Cc1ccc(NC(=O)Cn2c(O)c(N=NC(N)=S)c3ccccc32)cc1
  A: 15	B: -10	C: 11	D: 7	E: -5	F: -1.4	G: -6	H: -14	I: -2

> O=C(c1ccc2c(c1)[nH]c(=S)n1c3ccccc3nc21)N1CCN(c2cccc(Cl)c2)CC1
  A: 0	B: -4	C: 7	D: 3	E: -1	F: 0.8	G: 0	H: 0	I: -3

> CCC1CCCCN1CCCNC(=O)c1cc2c(=O)[nH]c3ccccc3c2n1C (stereo not given)
  A: 11	B: 3	C: 2	D: 5	E: 4	F: -1.9	G: 0	H: 2	I: 7

> O=C(Nc1ccc2c(c1)CCC2)c1cccs1
  A: -1	B: -2	C: 1	D: 1	E: 7	F: -1.5	G: 4	H: 2	I: 0

> CC1CCCC(C(=O)O)N1C(=O)CCS (stereo not given)
  A: 6	B: -1	C: 2	D: 6	E: 1	F: 0.5	G: 2	H: 2	I: -1

> Cc1ccccc1-n1c(O)c(C=NC2CCS(=O)(=O)C2)c2ccccc2c1=O (stereo not given)
  A: 0	B: 1	C: -1	D: 2	E: 6	F: -4.0	G: 5	H: -2	I: 0

> CC1=C(C(=O)NC2CCCc3c2cnn3-c2cc(F)cc(F)c2)OCCO1 (stereo not given)
  A: 10	B: 3	C: -5	D: 8	E: 2	F: -4.5	G: 6	H: 2	I: 1

> CC1(C)C(=O)C2(CCCCC2)C(=O)OC1c1cccs1 (stereo not given)
  A: -3	B: 4	C: -1	D: 2	E: 4	F: -3.1	G: 4	H: -4	I: 6

> CCCCNc1c(C(=O)OCC)c(C)nc2c1cnn2CC
  A: -16	B: -5	C: 31	D: -12	E: 4	F: 0.7	G: 0	H: -8	I: -4

> CC(NC(=O)CN1C(=O)NC(C)(c2cccc3ccccc23)C1=O)c1ccccc1 (stereo not given)
  A: -4	B: -2	C: -3	D: 0	E: -5	F: 1.8	G: 11	H: 1	I: 5

> COc1ccc2[nH]cc(C(=O)CN3CCCC(C)(C)C3)c2c1
  A: -1	B: 6	C: 6	D: 5	E: 1	F: 0.4	G: 2	H: 2	I: 7

> CC(C)=CCCC1=CCC2C(=O)NNC(=O)C2C1 (stereo not given)
  A: 0	B: 3	C: -2	D: 3	E: 0	F: -1.4	G: 4	H: 0	I: 4

> O=C(Nc1ccc2c(c1)OCO2)c1cc(-c2ccc(O)cc2)on1
  A: 12	B: -2	C: 12	D: 9	E: 2	F: -0.3	G: -4	H: 4	I: 4

> CN(CCOC(=O)C1c2ccccc2Oc2ccccc21)C(C)(C)C
  A: 0	B: -3	C: 4	D: 3	E: 6	F: -1.7	G: 2	H: -1	I: 6

> COc1ccc(NC(=O)CN2CCCC2)cc1
  A: 7	B: 2	C: -1	D: -3	E: 4	F: -1.0	G: -1	H: -1	I: 0

> CC1(C)CC(=O)C2=C(C1)N(c1ccc(F)cc1)C(=O)CC2c1ccsc1 (stereo not given)
  A: 4	B: -2	C: 0	D: 0	E: 5	F: 4.2	G: 4	H: 5	I: 6

> CC(Sc1nc(N2CCCCC2)c2c(c1C#N)CCCC2)C(=O)O (stereo not given)
  A: 7	B: 7	C: 2	D: 7	E: -2	F: -0.6	G: 11	H: 7	I: 15

> COc1ccccc1N(CC(=O)NC(C)C)S(=O)(=O)c1cccs1
  A: 8	B: -2	C: -3	D: 1	E: -3	F: /	G: -1	H: 2	I: 2

> O=C(COc1ccc(S(=O)(=O)Nc2ccccc2)cc1)NCc1cccnc1
  A: 0	B: -1	C: -2	D: 2	E: -1	F: -1.2	G: 29*	H: -1	I: -1

> Cc1ccc(CCN2CC(C(=O)NCCN3CCOCC3)CC2=O)cc1 (stereo not given)
  A: 3	B: -1	C: 1	D: 2	E: -6	F: 0.0	G: 0	H: 3	I: /

> CC(=O)NS(=O)(=O)c1ccc(NC(=S)NC(=O)C(C)C)cc1
  A: -4	B: -3	C: -3	D: 5	E: 8	F: 1.9	G: -1	H: -8	I: 5

> COc1ccccc1C(=O)N/C(=C\c1ccc(Br)cc1)C(=O)NCCC(=O)O
  A: -1	B: 2	C: 0	D: 7	E: 7	F: 0.9	G: -2	H: -2	I: 6

# Shown field by field: 2 of the compounds above
O=C(Nc1ccc2c(c1)CCC2)c1cccs1
  MCL1-BIM inh: -1
  Fam108B counter: -2
  AHR activator: 1
  BCLXL inh: 1
  GLD-1 RNA inh: 7
  MEX-5 binding: -1.5
  pPAFAH inh: 4
  PME-1 primary: 2
  PAFAH1B2 FP inh: 0
CC(C)C(=O)Nc1cccc(NC(=S)NC(=O)c2ccc3c(c2)OCO3)c1
  MCL1-BIM inh: 2
  Fam108B counter: -5
  AHR activator: 9
  BCLXL inh: 0
  GLD-1 RNA inh: 5
  MEX-5 binding: 0.7
  pPAFAH inh: 0
  PME-1 primary: 1
  PAFAH1B2 FP inh: 4

# Assay outcomes from PubChem BioAssay.
